697 NFkB inh: lowers PMA/ionomycin-induced NF-kB signal in 697 B cells; 697 B-cell NF-kB luciferase reporter, 16 h; inhibition, % at 4 µM; hit rate 0.33% among 330,000; in the data active means inhibition above about 35%
EBI2 block: blocks human EBI2 receptor beta-arrestin signaling. P32249. EBI2 beta-arrestin recruitment, luminescence, 7a,25-OHC stimulated. inhibition, % at 5 µM. hit rate 0.81% among 360,000. AID 651636; in the data active means inhibition above about 38%;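 further: enzyme fragment complementation signal reports receptor beta-arrestin coupling in cells; 0% = agonist plus DMSO wells and 100% = wells without agonist; some results beyond the cut were filed as inactive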
Mdm2-MdmX inh: inhibitors of human Mdm2/MdmX interaction; SaOS-2 split-luciferase Mdm2/MdmX complementation, luminescence; O15151+Q00987; hit rate 3% among 330,000; inhibition, % at 8 µM;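 active means inhibition of at least 50% at 8 µM in the primary screen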
Jurkat NFkB inh: lowers PMA/ionomycin-induced NF-kB signal in Jurkat cells; hit rate 0.53% among 330,000; PMA/ionomycin-induced NF-kB luciferase reporter, luminescence; inhibition, % at 4 µM; in the data active means inhibition above about 50%
UPR XBP1 act: adaptive UPR (XBP1) activation. CHO-XBP1 luciferase reporter, IRE1-XBP1 UPR activation, luminescence; percent of tunicamycin response, DMSO as zero. activation, % at 20 µM. hit rate 0.33% among 330,000. AID 463104;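 active means versus positive control, 20 µM dose yields 30% or more activation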;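 further: 100% = tunicamycin at 10 µg/mL and 0% = DMSO only wells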
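Material: CHO cell line with stable XBP1 luciferase reporter; schedule: 16-18 h cell attachment at 37 °C, then 6 h compound exposure; signal: glow luminescence from Steady-Glo reagent; medium: serum-containing F12 medium, 10% FBS; benchmarks: tunicamycin 10 µg/mL and vehicle-only wells; read-out: percent activation relative to tunicamycin reference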
Gli-Sufu block: antagonists of Gli-Sufu signaling | Sufu-KO-LIGHT fibroblasts, Gli luciferase reporter luminescence | inhibition, % at 5 µM | hit rate 0.74% among 340,000 | AID 588413;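 active means inhibition above about 55%, limit read from the data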;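 further: 0% = DMSO-treated cells and 100% = wells with medium but no cells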
CHOP UPR activ: apoptotic UPR (CHOP) activation; CHO-CHOP luciferase reporter, luminescence; percent of tunicamycin response over DMSO baseline; activation, % at 10 µM; hit rate 0.34% among 330,000;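 active means at 10 µM dose, activation of 40% or more, normalized to positive control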;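 further: 100% = tunicamycin at 10 µg/mL and 0% = DMSO alone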
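Assay system: CHO-CHOP cells, stable luciferase reporter of PERK-eIF2a-CHOP signalling / Buffer or medium: F12 plus 10% serum / Compound dosing: one dose, 10 µM in 0.5% DMSO / Times: 6 h compound treatment, 37 °C / Technique: luciferase luminescence / Read-out: % reporter activation, DMSO baseline versus tunicamycin full activation / Benchmarks: tunicamycin and DMSO controls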
CXCR6 inh: inhibitors of human CXCR6 receptor; O00574; CHO-K1 PathHunter CXCR6 beta-arrestin, luminescence; inhibition, % at 20 µM; hit rate 0.36% among 360,000; AID 602244; in the data active means inhibition above about 34%, passing the limit was not always enough;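 further: antagonist mode with CXCL16 agonist at 10 nM final; 0% = 10 nM CXCL16 with DMSO and 100% = unstimulated wells without agonist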
Target sequence (O00574 whole entry, looked up): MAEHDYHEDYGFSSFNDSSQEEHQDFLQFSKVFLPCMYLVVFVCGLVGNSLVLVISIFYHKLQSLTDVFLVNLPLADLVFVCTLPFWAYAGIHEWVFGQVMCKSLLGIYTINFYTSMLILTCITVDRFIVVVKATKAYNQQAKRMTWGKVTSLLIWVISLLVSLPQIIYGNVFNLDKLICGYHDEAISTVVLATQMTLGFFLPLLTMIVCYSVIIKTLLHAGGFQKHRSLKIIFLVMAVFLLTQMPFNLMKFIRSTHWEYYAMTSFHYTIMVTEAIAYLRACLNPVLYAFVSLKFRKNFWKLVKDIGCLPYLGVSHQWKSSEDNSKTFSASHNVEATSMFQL
CCR6 antagonist: antagonists of human CCR6 receptor; P51684; CHO-K1 CCR6 PathHunter beta-arrestin, luminescence, CCL20-stimulated; inhibition, % at 20 µM; hit rate 0.49% among 340,000; AID 493098;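 active means compounds whose inhibition of the agonist-driven luminescence signal at 20 µM reaches about 50%, limit read from the data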;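 further: cells stimulated with CCL20 at 14 nM final; plate controls were DMSO with CCL20 for no effect and DMSO without agonist for full effect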
Target sequence (P51684 whole entry, looked up): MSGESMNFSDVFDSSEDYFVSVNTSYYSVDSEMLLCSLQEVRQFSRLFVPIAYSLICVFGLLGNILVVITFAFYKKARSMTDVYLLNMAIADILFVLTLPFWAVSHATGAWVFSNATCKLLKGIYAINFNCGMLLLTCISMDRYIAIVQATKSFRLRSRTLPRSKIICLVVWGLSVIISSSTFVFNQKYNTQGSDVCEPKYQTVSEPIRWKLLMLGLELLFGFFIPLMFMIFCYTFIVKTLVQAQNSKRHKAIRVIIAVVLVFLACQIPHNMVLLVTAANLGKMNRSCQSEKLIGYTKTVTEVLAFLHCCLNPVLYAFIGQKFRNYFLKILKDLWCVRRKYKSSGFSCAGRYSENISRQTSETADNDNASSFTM
The depositor's hits bear a star; . = not tested or not shown.

No.	Compound	UPR XBP1 act	697 NFkB inh	CXCR6 inh	CCR6 antagonist	Mdm2-MdmX inh	Jurkat NFkB inh	CHOP UPR activ	Gli-Sufu block	EBI2 block
1	O=C(Nc1cccc(C(F)(F)F)c1)N1CCN(C(=O)Nc2cccc(C(F)(F)F)c2)CC1	1	5	2	9	-2	15	-1.2	13	8
2	CCOc1ccc(N(CC(=O)NC2CCCCC2)C(=O)CCC(=O)Nc2ccccn2)cc1	1	4	-1	-2	19	-10	2.2	-10	-14
3	CCOc1ccccc1-c1cc(C(=O)N/N=C/c2ccc3c(c2)OCO3)c2ccccc2n1	.	.	4	2	.	.	.	-1	7
4	COc1ccc(O)c(C(=O)c2cnc3onc(C(C)C)c3c2)c1	0	-9	-7	-1	0	-1	-0.2	-4	-11
5	Cc1ccc2nc(NC(=O)CSCC(=O)Nc3cc(C)on3)sc2c1	-3	-6	0	6	-75	-58	-2.5	-36	-5
6	Cc1c(-c2n[nH]c(=S)n2-c2ccc(C(F)(F)F)cc2)nnn1-c1ccccc1	1	6	0	26	19	-9	0.8	-3	-6
7	COc1ccc(-c2csc(NC(=O)CCNC(=O)c3ccco3)n2)cc1OC	-1	28	1	-1	10	-8	-1.5	-7	-7
8	CO/N=C/NC(=O)N1OC[C@@H]2COc3ccc4ccccc4c3[C@@H]21	-1	20	-4	11	22	-2	-0.9	-3	3
9	COc1ccc(S(=O)(=O)N2CCCCC2)cc1NC(=O)CCCNC(=O)c1ccc(Cl)cc1	-6	6	6	12	-4	-1	0.3	2	-10
10	CC(C(=O)NCCc1ccccc1)N1c2cccc3cccc(c23)S1(=O)=O (stereo unspecified)	-2	-7	5	4	16	8	2.6	1	11
11	O=C(NCc1ccccc1Cl)c1ccc2nnsc2c1	-2	-10	3	5	9	20	0.1	-2	-5
12	O=C(COC(=O)c1ccccc1)Nc1ccc(Cl)cn1	-2	20	1	-17	11	-3	3.2	6	4
13	Cc1onc(-c2ccccc2)c1C(=O)c1ccccc1	-2	9	6	14	15	1	-1.5	-1	4
14	O=C(O)c1ccc([N+](=O)[O-])c(CS(=O)(=O)c2ccccc2)c1	6	-23	3	17	-6	-4	-0.2	-5	-8
15	O=C(NCCc1ccccc1)N1CCCC(CNS(=O)(=O)Cc2ccccc2)C1 (stereo unspecified)	-3	3	-9	14	-19	-4	-0.1	-7	-3
16	O=C(COC(=O)c1ccncc1)Nc1ccc2c(c1)OCO2	1	-37	0	-2	-1	-2	0.4	6	-8
17	CCc1cccc(C)c1NC(=O)CSc1nc2ccccc2n1CC(=O)N(C)C	1	3	0	4	10	10	-1.1	2	1
18	COC(=O)CN(c1ccc(F)cc1)S(=O)(=O)c1ccc2c(c1)OCCO2	-1	-26	1	5	-24	-15	-0.2	3	7
19	COCCCn1c(C(=O)N2CC(C)OC(C)C2)cc2c(=O)n3ccccc3nc21 (stereo unspecified)	-4	23	-11	-3	5	-8	-0.2	4	2
20	CC(C)Oc1ccc(CNC(=O)Oc2ccccc2)cc1	-1	-42	6	18	-26	6	6.8	-48	8
21	CCOC(=O)NC(=O)c1cn(CCN(C)C)c(=O)[nH]c1=O	-3	-8	9	-3	-8	4	-2.7	-5	-10
22	CCN(CC)c1ccc2cc(C(=O)Nc3ccccn3)c(=O)oc2c1	2	-365	6	16	-60	-156	-0.4	-52	5
23	CCN(CC)CCn1c2c(c(SCC(=O)Nc3cc(OC)cc(OC)c3)nc1=O)CCC2	-1	-10	6	13	34	6	-0.3	18	9
24	Cc1cc2c(c(=O)n1Cc1cccnc1)C(c1ccccc1)C(C#N)=C(N)O2 (stereo unspecified)	-3	16	-1	-16	17	-3	-3.3	30	0
25	CNS(=O)(=O)c1cc(OCC(N)=O)c(C)cc1Cl	0	17	-5	9	20	5	0.4	0	3
26	CC1(C)CC(NC(=O)c2cccc3ccccc23)CC(C)(C)N1	-1	-4	-10	-1	-10	5	-0.3	1	4
27	COc1cccc(OCc2ccc(Cl)cc2)c1C#N	4	-488	-4	8	-253	-214	3.6	-248	7
28	COc1ccc(NS(=O)(=O)c2cccc(C(=O)NNC(=O)c3ccccc3OC)c2)cc1	0	-10	21	12	-8	-7	-1.2	4	4
29	CN(Cc1cc(=O)n2ccsc2n1)Cc1nc2ccccc2c(=O)[nH]1	-3	5	1	10	2	-11	-0.9	-1	-7
30	O=[N+]([O-])c1cccc(/C=N/N2CCN(Cc3ccc(Cl)cc3)CC2)c1	0	14	0	12	15	11	1.1	5	11

(cont.)
No.	Compound	UPR XBP1 act	697 NFkB inh	CXCR6 inh	CCR6 antagonist	Mdm2-MdmX inh	Jurkat NFkB inh	CHOP UPR activ	Gli-Sufu block	EBI2 block
31	CCCC1CCC(=NNC(=O)OC(C)(C)C)CC1 (stereo unspecified)	1	-12	-7	1	27	14	-0.5	34	-9
32	Cc1ccc(S(=O)(=O)N(C)c2ccc3ccccc3c2)cc1	-2	13	-5	23	29	5	-0.8	-2	1
33	Cc1ccc(-c2ccc(SCC(=O)N3CCN(c4ccccc4)CC3)nn2)cc1	1	6	-5	-4	-1	1	3.2	5	-22
34	CCOC(=O)c1ccc(NC(=O)CC2COc3ccccc3O2)cc1 (stereo unspecified)	0	16	0	0	7	-2	0.0	-10	-2
35	CCCC(=O)Nc1cc(-c2nnc(OC)c3ccccc23)ccc1N1CCCCC1	1	14	.	.	12	14	-0.7	.	.
36	CN(Cc1cnccn1)C(=O)CC1C(=O)NCCN1Cc1cccc(F)c1 (stereo unspecified)	-5	20	-4	5	13	13	3.7	-6	-3
37	C=CCN(C(=O)c1csnn1)C(C(=O)NC1CCCC1)c1cccs1 (stereo unspecified)	-4	13	1	20	13	-8	-0.7	-15	-14
38	C=CCn1c(=O)c2c(nc(-c3ccc(S(=O)(=O)O)cc3)n2C)n(C)c1=O	-8	19	7	10	7	8	-0.9	-6	-6
39	CN1CCN(C(=O)CN(C2CCCCC2)S(=O)(=O)c2ccccc2)CC1	1	25	6	10	2	12	-0.7	6	-11
40	CCOc1ccccc1-c1nc(-c2ccc(NC(=O)Cc3ccc(OC)cc3)cc2)no1	5	-25	0	-1	57*	-8	3.0	-86	0
41	CCCC(=O)Nc1cc2c(cc1C(=O)c1ccccc1)OCCO2	-4	11	8	12	5	-8	-0.9	8	-5
42	COc1ccccc1C(=O)NNC(=O)c1ccc(NC(=O)C(C)C)cc1	.	.	1	-8	.	.	.	-3	-3
43	Cc1ccc(C)c(S(=O)(=O)N2CCN(C(=O)c3ccc(-n4cncn4)c([N+](=O)[O-])c3)CC2)c1	-3	14	-6	3	10	9	3.5	2	30
44	O=C(CSc1ccc([N+](=O)[O-])cn1)Nc1ccc2c(c1)OCO2	3	8	-8	-3	-10	10	1.3	-26	3
45	O=[N+]([O-])c1cccc(CNCc2ccccc2)c1	-1	11	-4	9	-6	-9	-2.3	7	-3
46	CC1CCN(S(=O)(=O)c2ccc(Oc3ccc([N+](=O)[O-])cc3)cc2)CC1	0	-4	-10	16	-5	25	1.0	14	0
47	C=CC(=O)Nc1ccc(Nc2nc(NC3CCC(N(C)C)CC3)nc3c2ncn3C(C)C)cc1 (stereo unspecified)	-4	97*	-5	5	96*	100*	-2.1	52	-5
48	Cc1ccc(NCC(O)C(O)C(O)CO)cc1C (stereo unspecified)	1	10	-8	-1	1	1	-2.7	-5	-4
49	CC(=O)OCCCCON1C(=O)c2ccccc2C1=O	-2	-23	12	14	-18	-14	-2.2	12	3
50	O=C(NNS(=O)(=O)c1ccccc1)c1cccnc1	-2	-11	-4	1	14	-3	-1.8	9	-3
51	O=C(CCC(=O)N1CCN(c2ccc(F)cc2)CC1)N1CCN(c2ccc(F)cc2)CC1	-3	7	-3	1	22	24	0.0	8	-5
52	CCOC(=O)c1ccccc1NC(=O)C1CCN(c2ncnc3sc(C)c(C)c23)CC1	-2	-31	-4	14	35	20	0.1	49	18
53	CC(C)(C)c1csc(NC(=O)Cn2c(=O)oc3ccccc32)n1	-5	5	3	5	9	1	-0.9	1	2
54	COc1ccccc1C1NC(=O)CCC1[N+](=O)[O-] (stereo unspecified)	-2	1	-3	4	-25	5	0.3	-1	-2
55	O=C(NNC1CC(=O)N(c2ccc(Br)cc2)C1=O)c1cccs1 (stereo unspecified)	0	26	0	1	7	16	0.3	2	7
56	O=c1c(Cc2ccccc2)c(O)ccn1CCc1cnc[nH]1	-2	13	-8	-5	16	3	0.7	12	0
57	COc1ccc(NC(=O)CCSc2ccc(C)cc2)cc1S(=O)(=O)Nc1ccccc1Cl	-1	-15	4	8	22	-11	0.8	4	-2
58	CCNc1nc(NCC)n2c(SCC(=O)Nc3ccccc3F)nnc2n1	-1	10	6	-1	4	2	0.0	15	-2
59	O=C(Nc1ccc(C2CC2(Cl)Cl)cc1)c1ccccc1Br (stereo unspecified)	1	-16	-7	10	-18	-23	11	-31	13
60	CCOC(=O)c1sc(=NC(=O)c2cc(OC)c(OC)c(OC)c2)n(C)c1C	0	9	6	3	34	-18	-0.9	-10	4
61	O=C(c1ccc2snnc2c1)N1CCN(c2ccccn2)CC1	-5	2	3	2	4	0	-0.9	3	19
62	Cc1nc(S(=O)(=O)N2CCOCC2)c(C#N)c(C)c1Cl	0	-24	0	6	13	-6	-1.3	8	7

An excerpt from above, showing only CCR6 antagonist, CHOP UPR activ and Jurkat NFkB inh:
# | structure | CCR6 antagonist | CHOP UPR activ | Jurkat NFkB inh
46 | CC1CCN(S(=O)(=O)c2ccc(Oc3ccc([N+](=O)[O-])cc3)cc2)CC1 | 16 | 1.0 | 25
47 | C=CC(=O)Nc1ccc(Nc2nc(NC3CCC(N(C)C)CC3)nc3c2ncn3C(C)C)cc1 (stereo unspecified) | 5 | -2.1 | 100*

Given screen by screen: entries from further up
[43] Cc1ccc(C)c(S(=O)(=O)N2CCN(C(=O)c3ccc(-n4cncn4)c([N+](=O)[O-])c3)CC2)c1
[44] O=C(CSc1ccc([N+](=O)[O-])cn1)Nc1ccc2c(c1)OCO2
[45] O=[N+]([O-])c1cccc(CNCc2ccccc2)c1
[46] CC1CCN(S(=O)(=O)c2ccc(Oc3ccc([N+](=O)[O-])cc3)cc2)CC1
[47] C=CC(=O)Nc1ccc(Nc2nc(NC3CCC(N(C)C)CC3)nc3c2ncn3C(C)C)cc1 (stereo unspecified)
[48] Cc1ccc(NCC(O)C(O)C(O)CO)cc1C (stereo unspecified)
[49] CC(=O)OCCCCON1C(=O)c2ccccc2C1=O

entry no.	43	44	45	46	47	48	49
UPR XBP1 act	-3	3	-1	0	-4	1	-2
697 NFkB inh	14	8	11	-4	97*	10	-23
CXCR6 inh	-6	-8	-4	-10	-5	-8	12
CCR6 antagonist	3	-3	9	16	5	-1	14
Mdm2-MdmX inh	10	-10	-6	-5	96*	1	-18
Jurkat NFkB inh	9	10	-9	25	100*	1	-14
CHOP UPR activ	3.5	1.3	-2.3	1.0	-2.1	-2.7	-2.2
Gli-Sufu block	2	-26	7	14	52	-5	12
EBI2 block	30	3	-3	0	-5	-4	3

Screening data from PubChem BioAssay.
